E coli Lon inh: E. coli protease La inhibition | actives 0.42% (n = 360,000) | inhibition, % at 7.94 µM | purified E. coli Lon protease, fluorescence polarization | P0A9M0 | AID 602123; in the data active means inhibition above about 13%, passing the limit was not always enough;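 further: 0% = enzyme with probe and DMSO and 100% = no enzyme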
Rpn11 inh: inhibitors of human proteasome Rpn11. O00487. actives 0.59% (n = 360,000). human 26S proteasome, Ub4-pepOG fluorescence polarization; 20S core pre-blocked with epoxomicin. calls only at 20 µM;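 active means inhibition at 20 µM, scaled to each plate's controls, above about 33%, limit read from the data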
Rin1-Abl PPI inh: human Rin1-Abl interaction inhibition. P00519+Q13671. TR-FRET Rin1/Abl binding, biochemical. inhibition, % at 7.35 µM. actives 0.4% (n = 360,000); in the data active means inhibition above about 5%, passing the limit was not always enough
MsrA inhibitor: inhibits bovine methionine sulfoxide reductase A; purified bovine MsrA, absorbance read-out; inhibition, % at 15.5 µM; actives 0.75% (n = 360,000); AID 651718; in the data active means inhibition above about 4.5%;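 further: 0% = vehicle wells with enzyme and 100% = reference inhibitor wells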
MT1-MMP act inh: MT1-MMP (human) activation inhibition. P50281. HT1080 RFP-PRO-GFP cells, GFP/RFP ratio fluorescence, overnight; percent of plate control window, DMSO zero. GFP/RFP ratio change, % at 20 µM. actives 0.061% (n = 360,000). AID 651647;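 active means GFP/RFP ratio change of at least 30% with cell ATP level not reduced by more than half and red fluorescence within 50% of control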; further: strong numbers were not always called active
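Read-out: GFP/RFP fluorescence ratio; Test system: RFP-PRO-GFP reporter HT1080 cells; Compound dosing: single-point 20 µM compound, 1% DMSO; Times: overnight compound exposure at 37 °C.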
PABP1 MLLE inh: blocks PAM2 peptide binding to the PABP1 MLLE domain; P11940; GST-MLLE / FITC-PAM2 fluorescence polarization; inhibition, % at 20 µM; actives 0.36% (n = 360,000); AID 588489; in the data active means inhibition above about 35%, passing the limit was not always enough;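 further: plate controls were DMSO wells with GST-MLLE for no effect and wells lacking GST-MLLE protein for full effect; some results filed as inactive read as strong as hits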
Target sequence (P11940 whole entry, looked up, the tested form may be a part): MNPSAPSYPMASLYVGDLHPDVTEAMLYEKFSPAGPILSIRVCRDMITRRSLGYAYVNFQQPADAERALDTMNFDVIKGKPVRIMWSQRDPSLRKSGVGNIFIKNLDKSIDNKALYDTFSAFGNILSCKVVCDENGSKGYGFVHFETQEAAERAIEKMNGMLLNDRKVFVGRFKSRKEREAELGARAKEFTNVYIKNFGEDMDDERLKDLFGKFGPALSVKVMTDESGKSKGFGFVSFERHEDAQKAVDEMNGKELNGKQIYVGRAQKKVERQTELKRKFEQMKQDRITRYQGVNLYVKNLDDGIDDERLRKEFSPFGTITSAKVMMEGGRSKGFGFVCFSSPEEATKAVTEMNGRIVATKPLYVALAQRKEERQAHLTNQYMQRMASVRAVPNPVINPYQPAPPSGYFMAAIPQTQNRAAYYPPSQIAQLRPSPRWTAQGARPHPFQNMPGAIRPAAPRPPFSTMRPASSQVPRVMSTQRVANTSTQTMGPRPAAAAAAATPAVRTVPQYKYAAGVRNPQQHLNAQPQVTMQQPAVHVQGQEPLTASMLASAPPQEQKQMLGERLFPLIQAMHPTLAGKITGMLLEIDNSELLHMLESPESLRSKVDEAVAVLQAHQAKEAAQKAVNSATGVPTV
CSN deneddyl inh: inhibitors of human CSN-mediated cullin deneddylation | Q92905 | Purified CSN, SCF-Nedd8-OG deneddylation, fluorescence polarization | inhibition, % at 12.5 µM | actives 0.38% (n = 360,000);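 active means pattern-corrected inhibition above about 35%, with an unprinted fluorescence ratio check between 0.5 and 1.5, limit read from the data, passing the limit was not always enough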;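 further: 0% = enzyme with substrate and 100% = substrate without enzyme; some results filed as inactive read as strong as hits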
Target sequence (Q92905 whole entry, looked up, one chain of several): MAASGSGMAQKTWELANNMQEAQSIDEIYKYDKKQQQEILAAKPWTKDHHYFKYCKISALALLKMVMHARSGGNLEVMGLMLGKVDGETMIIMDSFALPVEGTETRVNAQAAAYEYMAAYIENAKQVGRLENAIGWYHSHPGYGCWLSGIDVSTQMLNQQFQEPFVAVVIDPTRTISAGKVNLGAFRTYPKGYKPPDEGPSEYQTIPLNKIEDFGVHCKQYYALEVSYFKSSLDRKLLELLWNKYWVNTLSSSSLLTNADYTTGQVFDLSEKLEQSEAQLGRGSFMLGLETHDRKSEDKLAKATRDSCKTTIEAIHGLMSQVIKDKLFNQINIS
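Assay system: purified human Csn5 enzyme expressed in HEK293T cells; Input: 0.24 nM Csn5 enzyme, final concentration; Reagent: 10 nM SCFSkp2-Nedd8OG; Compound dosing: 12.5 µM single point; Times: reaction 90 min, room temperature; Technique: fluorescence polarization readout.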
bovine MsrA act: bovine methionine sulfoxide reductase A activation | actives 0.3% (n = 360,000) | activation, % at 10.6 µM | purified bovine MsrA, absorbance read-out; in the data active means activation above about 7.5%;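 further: 0% = vehicle and 100% = reference activator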
FAS-TE inh: inhibitors of human fatty acid synthase thioesterase domain; AID 602261; actives 0.67% (n = 360,000); inhibition, % at 15 µM; recombinant FAS-TE, OMFH fluorogenic substrate, fluorescence endpoint; P49327;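 active means compounds whose normalised, plate-corrected inhibition of enzyme fluorescence in the single-dose primary screen is 50% or more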;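 further: 0% = DMSO with enzyme and 100% = substrate without enzyme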
Active calls of the source: *; i = inactive; nt = no result given; + = active, no number.

Start of the listing, in advance:
SMILES	E coli Lon inh	Rpn11 inh	Rin1-Abl PPI inh	MsrA inhibitor	MT1-MMP act inh	PABP1 MLLE inh	CSN deneddyl inh	bovine MsrA act	FAS-TE inh
Cc1cccc(-c2nsc(SCC(=O)NCc3ccco3)n2)c1	-2	i	1	1.0	-3	13	2	-9	0
O=C(NCc1cccc(Cl)c1)C1CCN(c2nnc(N3CCCC3=O)s2)CC1	-4	i	2	-0.1	4	16	0	-2	-4
COC(=O)c1ccccc1CC1Cc2cc3c(cc2C1=O)CCC3 (stereo not given)	-12	i	0	0.9	-5	-19	1	-10	20
C=CC(=O)Nc1ccc(Nc2ccnc(Nc3ccc(N4CCN(C)CC4)cc3)n2)cc1	4	+	-7	nt	-17	-9	103*	-11	-14
CC1CCCCN1CCCNC(=O)Cn1c(=O)c2cccn2c2ccccc21 (stereo not given)	8	i	-3	1.2	-5	11	2	0	-8
CC1(C(=O)Nc2cccc(OC(F)(F)F)c2)Cc2c(-c3cccc(C(F)(F)F)c3)ccnc2O1 (stereo not given)	2	i	5	-1.0	-6	-2	0	-2	26
CC(C)CNC(=O)CN(C1CCCCC1)S(C)(=O)=O	-8	i	-4	1.3	2	-8	4	-1	-7
Cc1ccc(NC2c3ncccc3C(=O)N2c2ccccc2C)cc1C (stereo not given)	-2	i	0	-0.3	-3	-1	-2	-5	-6
Cc1ccc(C)c(OCc2nc3ccccc3[nH]2)c1	2	i	0	1.2	-3	0	5	-1	-2
COc1cc(NC(=O)COc2ccc(-n3cnnn3)cc2)c(OC)cc1Cl	-1	i	-1	-0.4	9	6	-4	-9	-4
COc1cc(C(=O)NCCc2ccc(F)cc2)c([N+](=O)[O-])cc1OC	1	i	1	0.0	1	-3	9	-1	-5
Cc1ccc(C2/C(=C(/O)c3cnn(-c4ccccc4)c3C)C(=O)C(=O)N2CCN2CCOCC2)o1 (stereo not given)	-3	i	0	1.7	0	6	0	-4	-3

Main list, from the first entry:
SMILES	E coli Lon inh	Rpn11 inh	Rin1-Abl PPI inh	MsrA inhibitor	MT1-MMP act inh	PABP1 MLLE inh	CSN deneddyl inh	bovine MsrA act	FAS-TE inh
Cc1cccc(-c2nsc(SCC(=O)NCc3ccco3)n2)c1	-2	i	1	1.0	-3	13	2	-9	0
O=C(NCc1cccc(Cl)c1)C1CCN(c2nnc(N3CCCC3=O)s2)CC1	-4	i	2	-0.1	4	16	0	-2	-4
COC(=O)c1ccccc1CC1Cc2cc3c(cc2C1=O)CCC3 (stereo not given)	-12	i	0	0.9	-5	-19	1	-10	20
C=CC(=O)Nc1ccc(Nc2ccnc(Nc3ccc(N4CCN(C)CC4)cc3)n2)cc1	4	+	-7	nt	-17	-9	103*	-11	-14
CC1CCCCN1CCCNC(=O)Cn1c(=O)c2cccn2c2ccccc21 (stereo not given)	8	i	-3	1.2	-5	11	2	0	-8
CC1(C(=O)Nc2cccc(OC(F)(F)F)c2)Cc2c(-c3cccc(C(F)(F)F)c3)ccnc2O1 (stereo not given)	2	i	5	-1.0	-6	-2	0	-2	26
CC(C)CNC(=O)CN(C1CCCCC1)S(C)(=O)=O	-8	i	-4	1.3	2	-8	4	-1	-7
Cc1ccc(NC2c3ncccc3C(=O)N2c2ccccc2C)cc1C (stereo not given)	-2	i	0	-0.3	-3	-1	-2	-5	-6
Cc1ccc(C)c(OCc2nc3ccccc3[nH]2)c1	2	i	0	1.2	-3	0	5	-1	-2
COc1cc(NC(=O)COc2ccc(-n3cnnn3)cc2)c(OC)cc1Cl	-1	i	-1	-0.4	9	6	-4	-9	-4
COc1cc(C(=O)NCCc2ccc(F)cc2)c([N+](=O)[O-])cc1OC	1	i	1	0.0	1	-3	9	-1	-5
Cc1ccc(C2/C(=C(/O)c3cnn(-c4ccccc4)c3C)C(=O)C(=O)N2CCN2CCOCC2)o1 (stereo not given)	-3	i	0	1.7	0	6	0	-4	-3
Cc1cccc(C(=O)Nc2ccccc2C(=O)OCC(=O)Nc2ccc(C#N)cc2)c1	6	i	-3	0.1	2	5	-14	-1	31
CCc1nnc(NC(=O)CSc2nc3c([nH]c4ccccc43)c(=O)n2CCOC)s1	-3	i	-2	-0.3	-6	-50	-2	-3	-10
COc1ccc(CNC(=O)CSc2nnc(Cn3nnc4ccccc43)n2C)cc1	10	i	-2	1.6	-1	-2	4	-1	-5
CCOc1ccc2[nH]c(C)c(CN(C)C)c(=O)c2c1	-5	i	4	1.1	1	2	2	-4	-5
C[N+](C)(C)CCCN(Cc1ccc2c(c1)OCO2)C(=O)NC1CCCCC1	-13	i	0	-0.5	-6	-139	-1	-1	-10
C=CCSC1=C(C#N)C(c2ccccc2OCC)C(C#N)C(=O)N1 (stereo not given)	-5	i	-8	0.5	-3	41*	-2	-2	-10
Cc1ccc(NC(=O)C(=O)NCc2ccc(/C=C(/C#N)C(=O)NCc3cccnc3)o2)cc1	-2	i	0	2.3	8	-7	-1	-4	2
CCOc1ccc(NC(=O)CN(C)C(=O)c2cccc(S(=O)(=O)N3CCCC3)c2)cc1OCC	0	i	1	-0.9	3	1	-6	-2	-4
COc1cccc(C(=O)N/N=C(\C)CC(=O)Nc2ccc(N(C)C)cc2)c1	-10	i	0	-0.5	-4	3	-5	-5	-6
CC(=O)c1cccc(NC(=O)c2cc(=O)[nH]c3ccc(S(=O)(=O)N4CCOCC4)cc23)c1	-8	i	3	-0.5	4	-17	0	0	-4
C#CCOCCOCCOCCNc1nc(N2CCN(C(=O)CCCCCCCCCCNC(=O)[C@H]([C@@H](C)CC)n3cc(CCCCCN)nn3)CC2)nc(N2CCN(C(=O)CCCCCCCCCCNC(=O)[C@H]([C@@H](C)CC)n3cc(CCCCN=C(N)N)nn3)CC2)n1	-8	+	4	nt	6	-3	116*	-6	-104
Cc1sc2nc(CSc3n[nH]c(N)n3)[nH]c(=O)c2c1C	0	i	1	1.1	3	-15	0	-4	-7
O=C(Nc1ccc(-c2nc3ccccc3s2)cc1)c1cc(-n2cnnc2)ccc1Cl	8	i	2	0.0	8	-9	8	-9	-21
Cn1cc(Cl)c(/C=C(\C#N)S(=O)(=O)c2ccccc2)n1	2	i	-2	0.5	-5	19	2	-3	-7
COc1ccc(C(=O)OCc2cc(=O)oc3c(C)c(C)ccc23)cc1S(=O)(=O)N1CCOCC1	-8	i	-2	0.2	1	8	-1	0	16
CCOC(=O)c1ccccc1NC1CC(=O)N(c2ccccc2C)C1=O (stereo not given)	-4	i	-2	-0.2	-14	27	1	-4	13
CCN(Cc1ccccc1)C(=O)c1ccc(CS(=O)c2ccccc2C)o1 (stereo not given)	-3	i	-3	0.4	1	-5	1	-1	-4
CCCNC(=O)C1(C)CCN(C(=O)c2c(Cl)cccc2Cl)C1 (stereo not given)	-2	i	-5	0.7	5	-9	1	-3	-3
COc1cc(C#N)ccc1OCC(=O)NCCC1=CCCCC1	-8	i	0	-1.1	-3	0	0	-3	17
NNc1nc(N)c2c(n1)-c1ccccc1CC21CCCC1	-8	i	3	1.8	-3	-55	7	-6	-27
O=C(NCCO)c1cc2c(s1)CCC2	-5	i	-1	-0.1	-8	8	2	-8	-17
COCCNC(=O)c1c(CS(=O)(=O)c2ccccc2)noc1C(=O)NCc1ccccc1	3	i	1	-0.2	-1	6	1	-1	-14
C/C(=N/NC(=O)CN(c1ccccc1)S(=O)(=O)c1ccccc1)c1ccccc1O	-3	i	-1	1.9	1	-7	-2	0	24
COc1cccc(N=CC=C2OC(C)(C)C(C)(C)O2)c1	7	i	2	-0.9	2	10	-4	-1	-5
COC(=O)Nc1nnc(CCc2ccccc2)s1	-3	i	1	0.3	1	-5	2	-2	3
O=C(Cn1cnc2c(NCc3ccccc3)ncnc21)NCc1ccc2[nH]ccc2c1	-3	i	-2	1.9	2	1	3	-6	-10
COc1ccccc1C(=O)Nc1ccc2oc(-c3ccc(F)cc3)nc2c1	-6	i	-3	-1.7	1	-12	23	-11	22
Cc1sc2ncnc(Sc3ccccc3C(=O)O)c2c1C	-8	i	-143	-0.5	2	24	-5	-2	-6
CC(C)(C)CC(=O)NC(=S)N1CCCCCC1	-9	i	-2	1.8	2	13	0	-4	-7
CCCn1c(SCC(=O)Nc2ccccc2N2CCCCC2)nc2c1c(=O)n(C)c(=O)n2C	-7	i	-1	-0.9	-6	-5	3	-9	20
COc1cccc(C2Nc3cccc4cccc(c34)N2)c1	-15	i	-2	-0.4	-8	10	2	-3	0
Cc1c(NC(=O)c2ccc(F)c(S(=O)(=O)N3CCOCC3)c2)c(=O)n(-c2ccccc2)n1C	10	i	1	-0.5	0	13	1	0	-2
COc1ccc(C2(C)NC(=O)N(CC(=O)Nc3cccnc3Cl)C2=O)cc1 (stereo not given)	-6	i	3	0.9	0	-7	-3	-6	-4
CN(C)c1cccc(C(=O)Nc2ccc3nc4n(c(=O)c3c2)CCCCC4)c1	-13	i	-1	0.6	4	8	0	-4	-5
Cc1cccc2[nH]c(SCC(=O)O)nc12	-9	i	-2	1.4	0	3	0	-1	-3
CCc1nnc(NC(=O)CSc2nc3ccccc3o2)s1	0	i	-5	-0.7	0	10	6	1	-5
Nc1ccc(CCc2ccc(N)cc2)cc1	3	i	0	2.0	5	8	10	-2	-4
O=C(CCS(=O)(=O)c1ccccc1)Nc1ccccc1N1CCOCC1	-13	i	2	-0.4	0	14	-8	-8	-3

(listing goes on)
SMILES	E coli Lon inh	Rpn11 inh	Rin1-Abl PPI inh	MsrA inhibitor	MT1-MMP act inh	PABP1 MLLE inh	CSN deneddyl inh	bovine MsrA act	FAS-TE inh
O=C(CSc1ncn[nH]1)N1N=C2/C(=C\c3ccco3)CCCC2C1c1ccco1 (stereo not given)	14	i	0	1.5	3	-10	-1	-14	-19
O=C(N/N=C1/CCCc2ccccc21)C(c1ccccc1)c1ccccc1	0	i	0	0.5	-4	9	2	-1	-2
Cc1cc(C)c2c(N)c(C(=O)Nc3ncc(C)s3)sc2n1	2	i	-7	2.5	9	14	-2	-7	-6
O=C(NCCCc1ccccc1)c1cccc(NC(=O)C2CC2)c1	-8	i	-5	-0.5	2	-1	5	-5	-3
CCCn1c(N)c(C(=O)CN(C)CC(=O)Nc2c(Cl)cccc2Cl)c(=O)[nH]c1=O	-7	i	4	-0.5	-8	0	2	-5	-6
N#CC(c1ccc(Cl)nn1)c1ccc(Cl)cc1Cl (stereo not given)	-3	i	2	-1.0	0	2	0	1	3
CCC(C)c1ccc2oc(-c3ccc(NC(=O)Cn4cnc5c(=O)n(C)c(=O)n(C)c54)cc3)nc2c1 (stereo not given)	-7	i	0	-0.6	6	-6	4	1	73*
O=[N+]([O-])c1ccc2[nH]c3nc4ccccc4nc3c2c1	1	i	-4	3.1	-1	6	-4	4	-2
CC(C)C1N(C(=O)CN2CCCC2)CCN1S(=O)(=O)c1ccccc1 (stereo not given)	-10	i	2	0.0	-6	-4	1	3	-10

Screens as filed in PubChem BioAssay.
